Abs 340nm – absorbance at 340 nm. compound absorbance at 340 nm, fold over control. fold change at 10 µM. 65,000 tested, under 10 active. AID 708;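 active = at 10 µM dose, initial 340 nm absorbance at least 2 fold that of control wells; inactive = change under 2 fold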;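 note: initial absorbance extrapolated from kinetic A340 decline of NADH oxidation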
AP ELISA ortho – alternative pathway complement inhibition, orthogonal assay | Human serum alternative complement pathway, LPS-coated ELISA, C3 deposition; tested in compound mixtures | inhibition, % at 5 µM | actives 0.08% (n = 62,000) | AID 1235;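 active = inhibition above 30% in each of the two pooled mixtures holding the compound, so the lower value exceeds 30%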;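 note: 0% = serum in Mg-EGTA without compound and 100% = EDTA serum blank; some compounds past the cut are filed as inactive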
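Test system: human serum alternative complement pathway, C3 deposition on LPS-coated wells; also added: Plate-bound LPS; doses: 5 µM per compound in ten-compound mixtures; schedule: 1 h at 37 °C; detection: Anti-C3 ELISA, OD 450 nm; evaluation: percent inhibition of C3 deposition onto LPS; repeats: two pool placements per compound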
Cdc25B inh – inhibitors of human Cdc25B phosphatase; AID 368; P30305; recombinant Cdc25B, OMFP fluorescence Ex485/Em525; actives 0.1% (n = 65,000); inhibition, %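 (compounds tested at 10 µM final in the well)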; in the data active = inhibition above about 50%
FXIIa inh mix – blocks human factor XIIa in pooled compound mixtures; purified FXIIa, fluorogenic substrate; inhibition, % at 5 µM; actives 0.2% (n = 62,000);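 note: 0% = enzyme without compound and 100% = no enzyme blank; some results filed as inactive read as strong as hits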
Target sequence (P00748 20-372 limits assumed): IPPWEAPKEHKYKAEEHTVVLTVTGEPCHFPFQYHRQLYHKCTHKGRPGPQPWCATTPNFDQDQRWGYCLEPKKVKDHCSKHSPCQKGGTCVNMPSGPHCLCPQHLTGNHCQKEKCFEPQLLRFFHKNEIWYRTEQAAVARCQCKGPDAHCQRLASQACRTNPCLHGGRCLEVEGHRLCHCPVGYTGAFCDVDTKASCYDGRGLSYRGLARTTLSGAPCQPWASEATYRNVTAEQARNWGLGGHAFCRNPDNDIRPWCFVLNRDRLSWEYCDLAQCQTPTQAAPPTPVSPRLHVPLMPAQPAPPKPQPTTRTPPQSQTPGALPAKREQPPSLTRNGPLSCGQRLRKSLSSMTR
Target sequence (P00748 373-615 limits assumed): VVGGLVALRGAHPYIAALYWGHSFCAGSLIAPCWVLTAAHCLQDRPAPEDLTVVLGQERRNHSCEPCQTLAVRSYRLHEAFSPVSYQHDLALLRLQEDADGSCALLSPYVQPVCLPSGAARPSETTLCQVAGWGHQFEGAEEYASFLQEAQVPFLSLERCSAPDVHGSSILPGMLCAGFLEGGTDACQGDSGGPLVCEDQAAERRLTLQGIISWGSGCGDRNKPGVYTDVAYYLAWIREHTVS
FXIa inh mix – inhibitors of human coagulation factor XIa, pooled mixtures | purified FXIa, fluorogenic substrate | P03951 | actives 0.19% (n = 62,000) | inhibition, % at 5 µM;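 note: each value is inhibition by a whole ten-compound pool holding the compound; 0% = enzyme with no mixture and 100% = wells lacking enzyme; strong numbers were not always called active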
DUSP1 inh – inhibitors of human MKP-1 phosphatase; actives 0.15% (n = 65,000); AID 374; recombinant MKP-1, OMFP hydrolysis fluorescence; inhibition, %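 (compounds tested at a single concentration somewhere between 10 and 100 µM)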; P28562;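 active = inhibition above about 50%, limit read from the data; inconclusive = inhibition over screen mean plus 3 SD, below that limit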;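 note: 0% = DMSO max control wells and 100% = wells with enzyme stopped by NaOH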
Target sequence (P28562 whole entry, looked up): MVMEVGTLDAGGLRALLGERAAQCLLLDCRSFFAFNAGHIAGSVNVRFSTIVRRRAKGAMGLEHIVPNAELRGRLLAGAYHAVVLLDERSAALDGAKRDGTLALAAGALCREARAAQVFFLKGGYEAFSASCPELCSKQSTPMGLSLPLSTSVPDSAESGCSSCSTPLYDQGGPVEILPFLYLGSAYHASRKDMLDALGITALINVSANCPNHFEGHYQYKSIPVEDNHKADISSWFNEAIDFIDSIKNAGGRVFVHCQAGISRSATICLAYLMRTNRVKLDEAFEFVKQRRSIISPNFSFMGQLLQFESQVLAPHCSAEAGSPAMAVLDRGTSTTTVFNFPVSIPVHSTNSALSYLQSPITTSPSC
Hsp90 inh – displaces geldanamycin probe from tumor Hsp90 | P07900 | NCI-N417 lysate Hsp90, Cy3B-geldanamycin FP displacement | actives 0.35% (n = 64,000) | inhibition, % at 30 µM | AID 429;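 active = inhibition above 50%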;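 note: 0% = tracer plus lysate wells and 100% = tracer alone without lysate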
MMP13 inh – blocks human MMP13 activity; P45452; MMP-13 fTHP FRET cleavage, Mca fluorescence; inhibition, % at 4 µM; actives 0.07% (n = 65,000);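 active = inhibition above the mean of compound-free control plate wells plus 3 SD, cut at about 14% in these data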;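 note: 0% = DMSO wells and 100% = wells with reference MMP-13 inhibitor after basal subtraction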
JNK3 inh – blocks human JNK3 kinase activity; inhibition, % at 8 µM; actives 0.61% (n = 60,000); AID 746; purified JNK3 kinase activity, HTS; in the data active = inhibition above about 17%;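 note: 0% = DMSO and 100% = reference inhibitor; many of its hits are not listed in these tables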
* marks the source's active call; other numbers are inactive results; ? = inconclusive; . = no result given; & = joins results of further samples; [ ] = dose if it differs, or a comment. Cut-off read from the data, not from the text of the source, unless noted: active = inhibition above about 20% (passing the limit was not always enough); inactive = the rest.

Molecule	Abs 340nm	AP ELISA ortho	Cdc25B inh	FXIIa inh mix	FXIa inh mix	DUSP1 inh	Hsp90 inh	MMP13 inh	JNK3 inh
CCOC(=O)N1CCC(NC(=O)c2ccc(CS(=O)(=O)c3ccccc3C)o2)CC1	1	17	-9	7	-2	10	0	-4	0
CC(C)Cc1nc(S(=O)(=O)c2ccc(Cl)cc2)c(N2CCOCC2)o1	0.99	8	-2	-16	17	-12	-1	2	6
COc1ccc(C2N(c3ccccn3)C(=O)C3CCCN32)c(OC)c1 (stereo not given)	1	0	25	1	0	-3	-1	5	-3
CC(C)OCCCNc1ncnc2c1[nH]c1ccc(F)cc12	1.1	4	9	1	3	-5	-2	-58	2
CC(C)COC(=O)C1[C@H]2C(=O)N(Cc3cccs3)C[C@]23C=C[C@H]1O3 (stereo not given in full)	0.98	9	8	0	2	-16	1	-3	-1
Cc1ccc(CCNC(=O)Cn2cccc2)cc1	1	12	-5	1	6	-8	-2	-3	-3
Cc1ccc(NC(=O)CSC(N)=O)cc1Cl	1	2	6	-3	3	7	0	0	-2
Cn1c(CCNC(=O)c2ccccc2)nc2cc(NC(=O)c3ccco3)ccc21	1.1	11	3	-6	3	-14	1	-3	4
CCn1cc(S(=O)(=O)CC(=O)Nc2cc(C)on2)c2ccccc21	1.1	9	-8	4	0	5	.	-5	.
C=CC(O)Cc1c(C)n[nH]c1C (stereo not given)	1	.	4	.	.	-18	-3	8	2
O=C(CSc1ccccc1)NCCCN1CCOCC1	0.96	5	-4	1	29	5	.	2	.
COCCn1c(=O)[nH]c2cc(C(=O)NCc3cccnc3)ccc2c1=O	1	0	-13	1	-2	-8	-1	-1	.
CN1CCN(Cc2nc3c(c(=O)[nH]c(=O)n3C)n2CCc2ccccc2)CC1	0.98	-7	-13	-4	-3	-6	-4	7	6
COC(=O)c1c(C)oc(C)c(C(=O)OC)c1=O	1	13	7	10	2	8	-4	0	-16
CCCc1nnc(NC(=O)CC(=O)OCC)s1	1	10	-1	6	1	9	6	-2	-7
CC1CC(N(C(=O)C2CC2)c2ccccc2)c2ccccc2N1C(=O)C1CC1 (stereo not given)	1	17	-4	4	19	-6	12	-3	5
O=C(c1ccc2c3c(cccc13)C(=O)N(O)C2=O)N1CCCCC1	1.2	.	-19	.	.	-18	3	0	-4
Cc1cc(C(=O)CSc2nc3ccccc3c(=O)[nH]2)c(C)n1C	1	3	3	-1	4	6	-7	-4	5
O=C(c1ccco1)N1CCN(C(c2ccccc2F)c2nnnn2Cc2cccs2)CC1 (stereo not given)	1	19	-3	1	-2	31	-2	5	2
CCNC(=O)CCCOc1ccc(Cl)cc1Cl	1	-3	1	6	-1	5	-2	1	3
CCn1c(SCC(=O)Nc2cccc(NC(C)=O)c2)nnc1C(C)C	1	7	-7	10	9	7	0	-3	.
CCC(C)(C(=O)NC1CCCC1)N(C(=O)c1cnccn1)c1c(C)n(C)n(-c2ccccc2)c1=O (stereo not given)	0.98	0	-13	9	-2	3	-3	-5	6
Cn1nnc(NC(=O)c2cccc(F)c2)n1	0.97	7	1	9	1	-1	-1	-1	-2
CN(c1ccc(C(=O)N2CCc3ccccc3C2)cc1)S(C)(=O)=O	1	8	-12	2	2	5	-8	-4	.
CC(C)(C)Oc1ncc(Br)c(OC(C)(C)C)n1	1	0	-14	-3	-2	4	-4	4	2
Cc1cccc(NC(=O)COc2ccccc2)c1	1.1	6	-3	9	2	-1	3	0	8
Cc1csc2nnc(N)n12	1	-5	9	-14	9	8	3	-2	-4
COc1ccc(-c2cc(NCc3ccccn3)n3ncnc3n2)cc1	1.1	11	-8	12	7	7	.	-13	.
CC(C)Cc1nc2oc3c(N4CCN(C)CC4)ncnc3c2c2c1CCCC2	1	12	-5	13	4	-7	0	-1	-6
CC(=O)NCCn1c(SCC(=O)OCc2ccccc2)nc2ccccc2c1=O	1	-1	-15	-2	2	28	2	5	5
COc1cccc(NC(=O)CSc2nc3n[nH]c(C)c3c(=N)n2-c2cccc(OC)c2)c1	0.99	.	28	.	.	?	-3	0	13
CCn1c(SCC(=O)Nc2cc(F)ccc2C)nnc1-c1ccccc1O	0.99	-7	-17	-2	5	0	1	2	9
COc1ccccc1NC(=O)C(C)NS(=O)(=O)c1ccccc1 (stereo not given)	1	-5	-8	25	5	4	-8	0	1
CCc1cccc(NC(=O)Nc2cccs2)c1	1	7	16	-13	2	4	-7	3	2
O=C(c1cccnc1)N1CCC(c2nc3ccccc3[nH]2)CC1	0.99	10	3	5	9	-4	-4	-5	12
COc1ccc(N2CSC3=C(C#N)C(c4ccc(OC)c(OC)c4)CC(=O)N3C2)c(OC)c1 (stereo not given)	1.1	-8	1	3	-33	31	77*	4	3
COc1ccc2c(c1)N(C(=O)CSc1n[nH]c(C)n1)C(C)(C)C=C2C	1	-2	-5	9	4	1	-4	-9	-5
CC(=O)/C(C[N+]1(C)CCCCC1)=N\O	0.98	6	-1	2	1	-6	1	-2	-2
O=C(Nc1ccccc1)N(C1=NCCCCS1)c1ccccc1	1	6	-5	5	-11	-10	-6	-6	3
COCCN1Cc2cccc(C(=O)Nc3c(C)cc(C)cc3C)c2C1=O	1.1	5	-4	6	17	24	-2	2	-5
COc1ccc2sc(C)nc2c1NC(C)=O	1	2	3	1	-3	-13	-5	3	2
O=C(c1cn(-c2ccccc2)nc1-c1ccccc1)N1CCOCC1	1	-29	-13	4	0	3	-5	-2	1
Cc1noc(C)c1S(=O)(=O)N1CCCC(C(=O)NCCC2=CCCCC2)C1 (stereo not given)	0.99	15	-11	12	7	-2	-5	-2	-4
CN(C)S(=O)(=O)c1ccc2c(c1)C(CC(=O)O)NC2=O (stereo not given)	1	13	4	3	9	-6	-11	3	3
O=c1/c(=C/c2cccc3ccccc23)sc2ncnn12	1	-9	-3	3	10	24	-2	4	-3
CN(C(=O)C(Cl)Cl)c1ccc(OC(=O)c2ccco2)cc1	0.99	6	-3	3	12	-19	-2	-2	-1
CC(NC(=O)Cn1ccsc1=N)C12CC3CC(CC(C3)C1)C2 (stereo not given)	1	13	-8	10	8	-3	-3	2	-5
O=C(c1cccs1)N(Cc1nc2sc3c(c2c(=O)[nH]1)CCCC3)C1CCCC1	1	4	4	3	1	14	-1	-3	2
COc1cccc(CNC(=O)CCNS(=O)(=O)c2cccs2)c1	1	4	-5	4	0	3	.	10	.
CCOC(=O)C1=C(C)N=C2SC(C)C(=O)N2C1c1ccc(OC(C)=O)c(OC)c1 (stereo not given)	1.1	.	12	.	.	-12	1	1	-3

Other compounds
Molecule	Abs 340nm	AP ELISA ortho	Cdc25B inh	FXIIa inh mix	FXIa inh mix	DUSP1 inh	Hsp90 inh	MMP13 inh	JNK3 inh
COc1ccc(CNc2ccc(-c3ccc(OC)cc3)nn2)cc1	1	2	16	-16	10	4	-3	-2	-2
CCCC(O)(CCN(C)C)c1ccc(OC)cc1 (stereo not given)	0.99	4	-4	10	5	-4	-1	5	.
Cc1ccccc1CSCCNC(=O)CN(c1ccc2c(c1)OCO2)S(C)(=O)=O	1	7	0	4	7	-5	-2	0	-2
COc1cccc2cc3c(=O)n(-c4ccccc4)nc-3oc12	0.97	23	-2	7	2	9	-4	-6	7
O=C(O)COCc1nc2ccccc2[nH]1	0.98	12	10	-11	10	8	1	2	3
Cc1nc2nc(-c3ccccc3)[nH]n2c(=O)c1Cc1ccccc1	1	10	3	3	15	0	2	-25	-1
O=c1c2ccccc2c(C=NCCO)c(O)n1-c1ccccc1	1.1	7	1	-4	5	-13	0	15*	3
COc1ccc(C2(C(=O)NC(C)C)CCCC2)cc1OC	1	23	-12	-1	1	6	-10	5	3
O=C1NC(=O)C(c2ccccc2)(c2ccccc2)N1	0.99	-15	-12	-38	3	-18	2&-2	3	4
COc1ccccc1CN1CC(C(=O)NCC2CCCO2)CC1=O (stereo not given)	1	22	0	6	6	5	-3	5	-1
CCn1cc(C(=O)NCC2CCCO2)c(=O)c2cc(S(=O)(=O)N(C)C)ccc21 (stereo not given)	0.98	-14	-5	1	7	-5	1	-1	10
Cc1cc(C(=O)CSc2nncs2)c(C)n1-c1c(C)n(C)n(-c2ccccc2)c1=O	1.1	13	10	4	8	-6	-3	2	-6
COc1ccc(C(=O)CSc2nnc(-c3ccc(C)cc3)o2)cc1	1	-11	-7	-19	2	12	0	-1	2
C=CCNc1nc(-c2ccc(O)c(C(N)=O)c2)cs1	1	-16	5	2	3	3	2	-3	-2
Cn1cccc1Cc1nnc(SCC(=O)NCC2CCCO2)n1CCc1ccccc1 (stereo not given)	1	14	-27	3	6	1	-3	0	-7
COc1ccc(NS(=O)(=O)c2cc(C)ccc2C)cc1	1.1	-46	-13	4	0	25	0	-2	-4
Cc1ccc2[nH]c(=O)c(CN(CCCN3CCOCC3)C(=O)Nc3cccc(Cl)c3)cc2c1	1	13	2	-1	5	27	-5	-4	-3
COc1ccccc1NC(=O)CN(C)S(=O)(=O)c1ccc(F)cc1	1.1	-1	4	-2	2	-2	-3	4	6
Cc1cccn2c(=O)c3cc(C(=O)NCCCN4CCOCC4)n(C)c3nc12	1.1	9	-22	5	2	3	-2	-63[fluorescence artefact?]	0
Cc1onc(-c2ccccc2Cl)c1C(=O)Nc1cccc2cccnc12	1.1	12	0	-3	5	5	2	-2	5
CCC(C)(C(=O)NC1CCCC1)N(Cc1ccco1)C(=O)c1ccccn1 (stereo not given)	0.98	10	-15	6	6	-7	-1	1	-4
O=C(COC(=O)C1CCN(S(=O)(=O)c2cccs2)CC1)c1cc2ccccc2o1	1	11	-2	-11	-37	21	-15	-4	4
O=C(c1ccccc1Oc1nnnn1-c1ccccc1)N1CCOCC1	1.1	12	-2	-1	4	-21	2	-9	-1
CC1Cc2nc(SCC(=O)Nc3ccc4c(c3)OCO4)n(CCc3ccccc3)c(=O)c2S1 (stereo not given)	1.1	14	-12	3	0	3	-3	0	1
Cc1c(OCc2nn[nH]n2)ccc2c3c(c(=O)oc12)CCCC3	1.1	15	3	-1	6	-7	-3	-106[fluorescence artefact?]	2

Full records, looked up by structure. Values in the order: Abs 340nm	AP ELISA ortho	Cdc25B inh	FXIIa inh mix	FXIa inh mix	DUSP1 inh	Hsp90 inh	MMP13 inh	JNK3 inh
Cc1nc2nc(-c3ccccc3)[nH]n2c(=O)c1Cc1ccccc1 reads 1	10	3	3	15	0	2	-25	-1
CCC(C)(C(=O)NC1CCCC1)N(Cc1ccco1)C(=O)c1ccccn1 (stereo not given) reads 0.98	10	-15	6	6	-7	-1	1	-4

The list continues.
Molecule	Abs 340nm	AP ELISA ortho	Cdc25B inh	FXIIa inh mix	FXIa inh mix	DUSP1 inh	Hsp90 inh	MMP13 inh	JNK3 inh
O=C(COC(=O)CCc1c[nH]c(=O)[nH]1)Nc1cccc(Cl)c1	1	0	-9	4	-9	6	-2	2	0
Cc1cc(C)cc(N2C(=O)C3C4C=CC(C4)C3C2=O)c1 (stereo not given)	1	12	9	-16	4	-10	1	-2	2
O=C(c1cc2nc(-c3ccco3)cc(C(F)(F)F)n2n1)N1CCN(c2ccccc2)CC1	1.1	-6	-9	5	8	24	-5	-5	-1
Cc1ccc(S(=O)(=O)N2CCC(C(=O)Nc3nnc(-c4ccco4)s3)CC2)cc1	1	5	-9	10	5	-10	-3	-6	-1
CC(=O)Nc1nonc1NC(=O)CSc1ccccn1	0.98	21	-9	1	6	12	-5	-2	-2
CCN(CC)C(=O)CSc1nnc(-c2cccc(OC)c2)o1	1	0	17	4	1	-9	-3	13	2

Bioassay records as filed in PubChem BioAssay.
